PfHsp90 yeast 2: growth inhibition of PfHsp90-expressing yeast, primary screen, antimalarial PfHsp90 inhibitor project, S. cerevisiae, BacTiter-Glo luminescence, single point, set 2; BacTiter-Glo ATP, 48 h; yeast lacking PDR1 and PDR3 efflux regulators; inhibition, % at 9.4 µM; 310,000 compounds, 0.32% hits;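 active means every replicate shows inhibition above about 80%, whatever the replicate mean, limit read from the data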;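 further: 0% = DMSO neutral controls and 100% = 20 µM radicicol positive controls; yeast relying on Plasmodium falciparum Hsp90 in place of its own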
Wnt bcat act: Wnt/beta-catenin pathway activators, primary screen, cell-based, plate reader, single point. Wnt/beta-catenin reporter cell assay, activator. activation, % at 9.35 µM. 300,000 compounds, 1.2% hits. AID 743398, 2014; in the data active means activation above about 30%, passing the limit was not always enough;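 further: 0% = neutral control wells and 100% = positive control wells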
AddAB inh: growth inhibition of E. coli expressing H. pylori AddAB, primary screen, AddAB inhibitor project, absorbance | inhibition, % at 11.9 µM | 330,000 compounds, 0.29% hits | AID 435030, 2010; in the data active means inhibition above about 12%;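 further: 0% = vehicle wells of infected cells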
Rtt109 HAT inh: inhibitors of C. albicans Rtt109/Vps75 HAT, primary screen, biochemical, ThioGlo CoA-SH fluorescence, plate reader | Histone acetyltransferase RTT109 (Candida albicans (strain SC5314 / ATCC MYA-2876)), … | purified Rtt109/Vps75, 4 h | inhibition, % at 34.9 µM | 330,000 compounds, 0.16% hits | AID 540336, 2011;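 active means inhibition of at least 50% in every replicate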
Target sequence (Q5AAJ8 whole entry, looked up): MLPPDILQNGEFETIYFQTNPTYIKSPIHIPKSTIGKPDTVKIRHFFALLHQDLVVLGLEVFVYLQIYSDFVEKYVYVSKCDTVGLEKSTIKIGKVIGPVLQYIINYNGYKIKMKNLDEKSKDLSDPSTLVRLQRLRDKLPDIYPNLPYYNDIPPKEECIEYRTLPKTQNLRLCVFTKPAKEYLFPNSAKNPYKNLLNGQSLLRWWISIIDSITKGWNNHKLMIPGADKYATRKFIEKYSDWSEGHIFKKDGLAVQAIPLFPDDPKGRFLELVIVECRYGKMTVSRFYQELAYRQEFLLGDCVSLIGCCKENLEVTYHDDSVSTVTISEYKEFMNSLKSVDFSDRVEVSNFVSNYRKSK
DAGLB inh: DAGLB lipase inhibitors, primary screen, biochemical, fluorescence, HTS. Diacylglycerol lipase-beta (Homo sapiens), Q8NCG7. HEK293T DAGLB membrane lysate, EnzChek fluorogenic substrate. inhibition, % at 5.17 µM. 340,000 compounds, 0.059% hits; in the data active means inhibition above about 34%;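 further: 0% = enzyme with vehicle and 100% = wells lacking enzyme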
Target sequence (Q8NCG7 whole entry, looked up): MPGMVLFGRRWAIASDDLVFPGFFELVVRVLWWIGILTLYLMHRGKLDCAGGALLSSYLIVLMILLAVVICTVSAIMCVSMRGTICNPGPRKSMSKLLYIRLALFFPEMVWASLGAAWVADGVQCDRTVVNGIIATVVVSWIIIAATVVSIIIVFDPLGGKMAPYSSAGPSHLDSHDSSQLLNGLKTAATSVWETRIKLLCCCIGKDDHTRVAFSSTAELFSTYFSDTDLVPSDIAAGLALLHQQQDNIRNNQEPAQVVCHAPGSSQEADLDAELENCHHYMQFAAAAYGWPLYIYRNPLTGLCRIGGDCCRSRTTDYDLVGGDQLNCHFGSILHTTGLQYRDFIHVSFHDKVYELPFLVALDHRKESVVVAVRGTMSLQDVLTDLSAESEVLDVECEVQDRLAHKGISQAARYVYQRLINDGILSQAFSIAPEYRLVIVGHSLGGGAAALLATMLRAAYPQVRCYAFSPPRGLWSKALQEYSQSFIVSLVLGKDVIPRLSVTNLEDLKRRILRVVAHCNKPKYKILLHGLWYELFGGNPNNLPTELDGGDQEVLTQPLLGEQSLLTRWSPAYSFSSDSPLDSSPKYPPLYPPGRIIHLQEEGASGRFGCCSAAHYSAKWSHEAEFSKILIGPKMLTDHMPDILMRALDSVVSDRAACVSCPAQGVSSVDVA
Ecoli viability: E. coli V3065 growth inhibition, primary screen, counter-screen for AddAB inhibitor project, absorbance, OD600; inhibition, % at 11.9 µM; 18 h; AID 449728, 2010; 330,000 compounds, 0.27% hits;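 active means inhibition above the campaign's mean inhibition across all tested compounds plus 3 SD, cut at about 9.9% in these data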;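 further: uninfected addAB+ strain grown without phage in ampicillin broth; 0% = DMSO wells and 100% = ciprofloxacin 0.95 µg/ml wells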
Tat transport: E. coli Tat export inhibitors, primary screen, MC4100, TorA-mCherry reporter, fluorescence, single point | 340,000 compounds, 0.036% hits | inhibition, % at 10 µM;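 active means mean replicate inhibition at least 50% and at least half of replicates individually reaching 50%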;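 further: exported cargo escapes ClpAP degradation while cytoplasmic cargo is degraded and loses fluorescence; 0% = median of neutral control wells and 100% = median of NaSCN control wells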
PvdQ inh: P. aeruginosa PvdQ acylase inhibitors, primary screen, biochemical, fluorescence, plate reader and imaging, single point; PvdQ acylase [Pseudomonas aeruginosa LESB58]; purified PvdQ acylase; inhibition, % at 10 µM; 340,000 compounds, 0.063% hits; in the data active means inhibition above about 30%, passing the limit was not always enough;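 further: 0% = vehicle neutral wells and 100% = reference inhibitor wells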
CAL PDZ inh: CAL PDZ peptide-binding inhibitors, primary screen, biochemical, fluorescence polarization, Cer-tagged CAL PDZ, HTS; Golgi-associated PDZ and coiled-coil motif-containing protein (Homo sapiens), Q9HD26; purified CAL PDZ, TMR-peptide fluorescence polarization, 1 h; inhibition, % at 20 µM; 330,000 compounds, 0.02% hits;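 active means highest replicate inhibition of at least 40%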;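 further: plate controls were DMSO neutral control wells for no effect and unlabeled competitor peptide control wells for full effect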
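System: purified tagged CAL PDZ domain construct (CerCALP). Schedule: 1 h incubation at room temperature before polarization reading. Medium: 25 mM sodium phosphate pH 7.4, 150 mM NaCl, TCEP, IgG, Thesit. Read-out: percent inhibition from loss of millipolarization. Measured by: FP readout, S and P plane fluorescence. Probe or stimulus: fluorescent TMR peptide probe.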
phage Ecoli inh: growth loss of phage-infected E. coli, primary screen, RecBCD inhibitor project, absorbance, with phage, HTS. inhibition, % at 11.9 µM. 360,000 compounds, 0.26% hits. AID 651602, 2012; in the data active means inhibition above about 11%
* marks the source's active call; other numbers are inactive results; . = no result given.

mol	PfHsp90 yeast 2	Wnt bcat act	AddAB inh	Rtt109 HAT inh	DAGLB inh	Ecoli viability	Tat transport	PvdQ inh	CAL PDZ inh	phage Ecoli inh
C=CCNC(=S)N1CCN(c2ccccc2Cl)CC1	-9	0	0.1	4	-13	-0.5	7	-15	0.3	1.4
Cc1ccc(-c2ccc(=O)n(CC(=O)NCCN3CCCCC3C)n2)cc1 (stereo not given)	12	.	0.4	4	1	-1.6	2	-6	0.5	-0.8
O=C(Cc1ccccc1)NCC(=O)N/N=C/c1ccc([N+](=O)[O-])s1	7	-2	2.9	-1	1	0.4	-19	-10	-2.2	1.2
Brc1ccc(-c2nnc3ccc(N4CCN(c5ccccc5)CC4)nn23)cc1	.	.	2.9	-10	0	-0.9	10	-13	.	.
O=C(CNC(=S)NC(=O)c1ccccc1Br)c1ccccc1	5	.	1.6	.	-4	-1.3	-1	17	-3.4	3.8
CC(=O)NC(CCS(C)(=O)=O)C(=O)Nc1cccc(C)c1 (stereo not given)	-17	-3	3.7	3	-2	-0.4	-1	15	1.1	0.8
O=C1CC(C(=O)O)(c2ccccc2)c2cccc(F)c21 (stereo not given)	-3	1	-1.6	-3	-4	-0.5	2	2	0.1	0.4
COc1ccc(-c2ccc3c(c2)S(=O)(=O)c2cccc(C(=O)NC4CCCCC4)c2C3=O)cc1OC	-3	.	1.8	4	-10	1.6	6	9	-1.0	.
c1ccc2c(c1)ccc1[nH]c3c(c12)CCCC3	7	-9	.	-7	0	.	12	-1	0.7	-2.4
OC(CNC1Cc2ccccc2C1)c1ccccc1 (stereo not given)	2	.	-1.7	-5	-2	-4.8	-5	6	1.5	.
Cc1ccc(C(=O)NN2C(=O)C3C(C2=O)C2C=CC3C23CC3)cc1 (stereo not given)	-29	-2	1.0	9	-3	1.8	-5	3	-1.2	4.1
c1ccc(-c2nnnn2-c2ccccc2)cc1	-2	0	.	6	0	.	-8	-24	.	3.0
COc1ccc(NC(=O)c2cc(C3CC3)on2)c(OC)c1	8	-3	0.2	-2	-4	-1.5	27	2	-0.8	3.3
Cc1[nH]n(-c2ccccc2)c(=O)c1/C=N/O	-1	-1	-0.2	2	0	-2.7	-6	-28	-2.6	1.1
CCOC(=O)N1CCN(CCC(=O)Nc2ccc(OC)cc2OC)CC1	22	-3	-0.9	-9	0	0.7	-2	3	-3.3	2.5
COc1ccc(NC(=O)CSc2nc3ccncc3[nH]2)c(OC)c1	-13	-2	1.1	2	2	0.9	6	-29	-1.5	3.3
CC(C)(CO)Nc1nc(N2CCCC2)nc(N2CCCC2)n1	.	10	0.4	6	-2	-1.0	4	-11	-1.7	3.0
O=C(Nc1cccnc1)c1cc(-c2ccc(Br)cc2)nc2ccccc12	0	3	2.5	-3	-3	-1.5	5	-6	0.2	0.7
O=C(CCNC(=O)c1ccc(Br)cc1)Nc1ncccc1O	17	1	0.1	0	2	0.2	-7	-11	-0.3	2.4
COc1ccc(CCN2CC(C(=O)N(C)CC(=O)Nc3cccc(F)c3)CC2=O)cc1OC (stereo not given)	22	-2	4.6	2	1	1.5	-4	-12	-2.8	1.3
CCCCN(C(=O)c1ccc(N2C(=O)c3ccccc3C2=O)cc1)c1c(N)n(CC(C)C)c(=O)[nH]c1=O	14	1	.	-25	-1	.	-3	-12	0.1	0.2
CC(C)CC(=O)Nc1ccc(S(=O)(=O)Nc2nccs2)cc1	-1	-1	1.2	-11	-1	-1.2	-3	4	-0.7	1.3
O=C(OCc1nc2ccccc2[n+]([O-])c1C(=O)c1ccccc1)c1ccco1	2	-1	4.1	-7	2	4.7	11	13	0.3	1.5
CCCCn1c(SCC(=O)NCc2ccco2)nc2ccccc2c1=O	-2	-2	1.6	-3	-6	-1.0	-1	-10	-2.6	3.7
Cn1cc(CN2CCC(n3nccc3NC(=O)CCc3ccccc3)CC2)cn1	11	-1	.	-10	-1	.	6	-16	1.1	1.9
CC(C)(C)c1cc(C2=CSC3=NCCN23)cc(C(C)(C)C)c1O	-6	.	2.7	-3	-12	1.4	4	-42	-0.4	.
OCCN1CCOCCOCCN(CCO)CCN(CCO)CC1	19	-6	3.3	-10	1	1.4	-3	0	0.3	-1.2
O=C(CSc1nc2ccccc2[nH]1)Nc1c(F)c(F)c(F)c(F)c1F	-7	-2	2.0	-1	-4	0.8	-2	-9	-2.7	4.5
CCOCCCn1cnc2c([nH]c3cc(OC)ccc32)c1=O	.	.	1.2	4	3	-0.3	-3	-6	-1.1	3.2
ONC(=NCc1ccccc1)c1ccccc1	-20	14	.	2	0	.	6	-7	-0.9	-0.3
c1ccc(CN2CCN(c3nc4ccccc4s3)CC2)cc1	.	40*	-0.9	7	-13	0.2	3	7	0.4	0.1
COc1cc(C(=O)NNC(=O)CCOc2cccc(Br)c2)cc(OC)c1OC	-10	0	3.0	2	1	0.2	4	-13	-3.5	2.4
CCCS(=O)(=O)N1CCN(Cc2ccccc2[N+](=O)[O-])CC1	-32	0	-1.2	-1	-2	-3.4	-7	-10	-0.6	2.4
O=C(N/N=C/c1ccccc1OC(=O)c1ccc2c(c1)OCO2)c1ccccc1	-2	3	-1.7	1	0	1.2	-9	-12	-0.7	2.3
CC1(C)Cc2c(c(N3CCOCC3)nc3sc4c(=O)[nH]cnc4c23)CS1	14	-3	1.2	-10	-7	-2.2	-4	-11	-4.3	0.9
CC(c1ccccc1)n1cc(C(=O)NCCN2CCOCC2)nn1 (stereo not given)	3	.	0.8	-2	4	-0.9	3	-8	0.6	1.7
O=C(N/C(=C/c1cccnc1)C(=O)N1CCCCCC1)c1cccc(Br)c1	-13	-2	0.2	-2	-1	-0.4	4	-9	-1.1	-1.7
Cc1ccccc1NC(=S)N1CCN(C(=O)c2ccco2)CC1	17	-5	0.9	.	2	1.3	2	-10	-2.4	2.6
Cc1ccc(CN(C)S(=O)(=O)c2c(C)noc2/C=C/N(C)C)cc1	-7	0	2.5	1	3	-0.6	10	-9	0.3	2.4
O=C(O)CC/C(=N\NC(=O)c1ccccc1Br)c1ccccc1	9	-2	3.8	11	4	-0.1	-1	-11	-1.7	3.2

Carrying on:
Every second line gives: PfHsp90 yeast 2 | Wnt bcat act | AddAB inh | Rtt109 HAT inh | DAGLB inh | Ecoli viability | Tat transport | PvdQ inh | CAL PDZ inh | phage Ecoli inh
C/C(CC(=O)Nc1ccc([N+](=O)[O-])cc1)=N\NC(=O)c1ccccc1[N+](=O)[O-]
  3 | -1 | 4.2 | -1 | 3 | -0.2 | -5 | -10 | -1.9 | 2.6
COC(=O)C1=C(Nc2ccc(C)cc2)C=C(C)C(C(=O)OC)C1c1cccc(OC)c1 (stereo not given)
  24 | 0 | 0.9 | 0 | -7 | 0.0 | 4 | -14 | -1.6 | 3.0
CCC(CO)Oc1cc(NC(=O)c2cccc(F)c2)c2ncn(C(C)C)c2c1 (stereo not given)
  15 | 1 | -5.1 | 4 | 0 | -8.9 | -7 | 3 | 1.6 | -2.2
C/C=C/c1ccc(OCC(=O)N2CCc3cc(OC)c(OC)cc3C2)c(OC)c1
  -8 | 2 | 0.8 | 7 | 2 | -1.4 | 5 | -4 | -0.9 | 0.1
C(=N\N=C\c1ccccn1)/c1ccccn1
  -33 | 0 | 0.2 | -4 | -4 | 1.2 | -3 | -12 | -1.0 | 3.6
Cc1cc(C=O)c(C)n1-c1ccc2c(c1)OCO2
  -16 | 2 | 0.3 | -1 | -1 | 0.2 | -2 | -6 | 0.4 | 2.3
CCOC(=O)c1cnc(COc2ccc(OC)cc2)[nH]c1=O
  12 | 0 | 2.7 | -13 | 1 | 0.3 | 2 | 0 | -0.5 | 1.0
COc1ccccc1N1CSC2=C(C#N)C(c3ccc(SC)cc3)CC(=O)N2C1 (stereo not given)
  -3 | -1 | -0.5 | 2 | 5 | -1.0 | -1 | -9 | -1.7 | -0.8
Cc1nn(C)c(C)c1S(=O)(=O)N1CCC(C(=O)NC2CCCCCC2)CC1
  24 | -2 | 1.0 | 2 | -1 | -4.4 | -8 | -7 | -2.7 | 0.8
COc1cc(/C=N/Nc2cc(C)nc(NS(=O)(=O)c3ccc(C)cc3)n2)ccc1O
  0 | -5 | . | 8 | 0 | . | 4 | 4 | 0.0 | 3.5

Retrieved one by one from above, three records:
Every second line gives: PfHsp90 yeast 2 | Wnt bcat act | AddAB inh | Rtt109 HAT inh | DAGLB inh | Ecoli viability | Tat transport | PvdQ inh | CAL PDZ inh | phage Ecoli inh
O=C(Cc1ccccc1)NCC(=O)N/N=C/c1ccc([N+](=O)[O-])s1
  7 | -2 | 2.9 | -1 | 1 | 0.4 | -19 | -10 | -2.2 | 1.2
Cc1nn(C)c(C)c1S(=O)(=O)N1CCC(C(=O)NC2CCCCCC2)CC1
  24 | -2 | 1.0 | 2 | -1 | -4.4 | -8 | -7 | -2.7 | 0.8
c1ccc(CN2CCN(c3nc4ccccc4s3)CC2)cc1
  . | 40* | -0.9 | 7 | -13 | 0.2 | 3 | 7 | 0.4 | 0.1

Compound profiles (already shown). Order of values: PfHsp90 yeast 2	Wnt bcat act	AddAB inh	Rtt109 HAT inh	DAGLB inh	Ecoli viability	Tat transport	PvdQ inh	CAL PDZ inh	phage Ecoli inh
Cc1cc(C=O)c(C)n1-c1ccc2c(c1)OCO2 across the screens: -16	2	0.3	-1	-1	0.2	-2	-6	0.4	2.3
COC(=O)C1=C(Nc2ccc(C)cc2)C=C(C)C(C(=O)OC)C1c1cccc(OC)c1 (stereo not given) across the screens: 24	0	0.9	0	-7	0.0	4	-14	-1.6	3.0

Additional entries follow.
Every second line gives: PfHsp90 yeast 2 | Wnt bcat act | AddAB inh | Rtt109 HAT inh | DAGLB inh | Ecoli viability | Tat transport | PvdQ inh | CAL PDZ inh | phage Ecoli inh
O=C(NC(Cc1c[nH]c2ccccc12)c1nnc2n1CCCCC2)c1ccc(Cl)cc1 (stereo not given)
  . | . | 1.8 | 38 | -1 | -2.6 | -3 | 2 | -2.9 | 3.5
CCOc1ccc(/C(O)=C2/C(=O)C(=O)N(CCN(C)C)C2c2ccccc2)cc1Cl (stereo not given)
  16 | . | 4.5 | 4 | -1 | -3.0 | 6 | -5 | -0.8 | 0.6
Cc1ccc(S(=O)(=O)Cn2nnnc2C(C(C)C)N2CCc3ccccc3C2)cc1 (stereo not given)
  8 | . | -0.9 | 9 | -9 | -0.4 | -9 | 11 | 0.5 | .
CCOc1ccc(N(CC(=O)NCc2ccco2)C(=O)CCC(=O)Nc2ccccn2)cc1
  -8 | 0 | . | 1 | 0 | . | 3 | -16 | -0.9 | -0.4
